Screening results from PubChem.
CAL PDZ FP-1: CAL PDZ (human) peptide binding inhibition; purified CAL PDZ, TMR-peptide fluorescence polarization, 1 h; inhibition, % at 24.9 µM; 300,000 tested, 0.92% active; AID 602252;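 active means mean inhibition of at least 30% with at least half of replicates also reaching 30%; inconclusive means no clear call, values can overlap the other calls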;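 further: 0% = DMSO neutral control and 100% = excess unlabeled competitor peptide PRC23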
CAL PDZ FP-2: blocks peptide binding to human CAL PDZ domain; Q9HD26; purified CAL PDZ, TMR-peptide fluorescence polarization, 1 h; inhibition, % at 20 µM; 330,000 tested, 0.02% active; AID 504414;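 active means highest replicate inhibition of at least 40%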;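 further: plate controls were DMSO neutral control wells for no effect and unlabeled competitor peptide control wells for full effect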
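Control set: unlabelled peptide and DMSO controls / Material: purified CerCALP PDZ construct / Timing: 1 h incubation at room temperature before polarization reading / Doses: 20 µM, one dose / Detection: fluorescence polarization (mP)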
V-ATPase pH: alters yeast V-ATPase proton transport; S. cerevisiae, pHLuorin cytosolic pH fluorescence; response, % at 10 µM; 350,000 tested, 0.37% active; AID 504577; in the data active means response mostly above about 7.3%, no sharp cut-off; inactive means mostly below about 5.4%; further: actives read high; inactives centre near 0; some compounds called inactive have numbers as strong as hits
RTF Ca sens act: cardiac RTF calcium sensitization; AID 493008; activation, % at 7.2 µM; IANBD-labeled TnC RTF fluorescence at EC20 calcium; 0% EC20 calcium, 100% full calcium; 340,000 tested, 0.24% active;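 active means activation above the mean over all tested compounds plus 3 SD, cut at about 30% in these data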;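 further: rise in fluorescence read as greater calcium sensitivity of cardiac thin filaments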
MITF act: MITF TRPM1 promoter activation in melanoma cells | SK-MEL-5 TRPM1-promoter luciferase, 24 h; % of positive control, neutral wells = 0 | activation, % at 12.5 µM | 300,000 tested, 0.75% active;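 active means mean activation of at least 80% with every replicate also reaching 80%; inconclusive means mean reaches 80% but some replicate falls short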;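 further: 0% = neutral control wells and 100% = parthenolide positive control wells; values of inactives mirror those of a sister screen read the other way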
Tat export inh: blocks Tat-dependent protein export in E. coli; 340,000 tested, 0.036% active; inhibition, % at 10 µM; E. coli MC4100 TorA-mCherry Tat export, fluorescence;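 active means mean replicate inhibition at least 50% and at least half of replicates individually reaching 50%; inconclusive means only one of the two criteria met; inactive means neither criterion met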;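 further: exported cargo escapes ClpAP degradation while cytoplasmic cargo is degraded and loses fluorescence; 0% = median of neutral control wells and 100% = median of NaSCN control wells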
CDK5 inh: blocks human CDK5/p35 kinase activity; Q00535+Q15078; Recombinant CDK5/p35, ADP-Glo luminescence, 60 min; inhibition, % at 10 µM; 330,000 tested, 0.01% active; AID 488839;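 active means highest replicate inhibition of at least 50% and at least 75% of replicates reaching 50%; inconclusive means only one of the two criteria met; inactive means both criteria failed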;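 further: plate controls were DMSO neutral control for no effect and GW8510 at 10 µM for full effect; many of its hits are not listed in these tables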
dFosB activator: mouse delta FosB homodimer activation; P13346; activation, % at 25 µM; purified delta FosB, TAMRA-CDK5 oligo fluorescence polarization; percent of positive-control signal above neutral wells; 340,000 tested, 0.99% active;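 active means mean activation above about 17%, with every replicate also reaching it, limit read from the data, passing the limit was not always enough; inconclusive means only one of the two conditions met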;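 further: fluorescence polarization rise as delta FosB binds a TAMRA Cdk5 AP-1 oligo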
Target sequence (P13346 whole entry, looked up): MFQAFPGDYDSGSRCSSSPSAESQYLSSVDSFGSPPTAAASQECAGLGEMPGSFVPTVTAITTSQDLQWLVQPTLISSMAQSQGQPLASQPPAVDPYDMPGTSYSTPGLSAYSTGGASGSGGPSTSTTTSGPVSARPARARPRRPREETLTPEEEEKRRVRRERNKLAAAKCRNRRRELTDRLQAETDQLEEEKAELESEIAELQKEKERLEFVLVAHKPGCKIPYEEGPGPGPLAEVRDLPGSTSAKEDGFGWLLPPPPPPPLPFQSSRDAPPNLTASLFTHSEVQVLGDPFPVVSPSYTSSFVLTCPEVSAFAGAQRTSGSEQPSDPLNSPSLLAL
Rtt109 Vps75: inhibitors of Candida albicans Rtt109/Vps75 histone acetyltransferase | Q5AAJ8 | purified Rtt109/Vps75, ThioGlo CoA-SH fluorescence, 4 h | inhibition, % at 34.9 µM | 330,000 tested, 0.16% active | AID 540336;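 active means inhibition of at least 50% in every replicate; inconclusive means best replicate reaches 50% inhibition but some replicates fall short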
Target sequence (Q5AAJ8 whole entry, looked up): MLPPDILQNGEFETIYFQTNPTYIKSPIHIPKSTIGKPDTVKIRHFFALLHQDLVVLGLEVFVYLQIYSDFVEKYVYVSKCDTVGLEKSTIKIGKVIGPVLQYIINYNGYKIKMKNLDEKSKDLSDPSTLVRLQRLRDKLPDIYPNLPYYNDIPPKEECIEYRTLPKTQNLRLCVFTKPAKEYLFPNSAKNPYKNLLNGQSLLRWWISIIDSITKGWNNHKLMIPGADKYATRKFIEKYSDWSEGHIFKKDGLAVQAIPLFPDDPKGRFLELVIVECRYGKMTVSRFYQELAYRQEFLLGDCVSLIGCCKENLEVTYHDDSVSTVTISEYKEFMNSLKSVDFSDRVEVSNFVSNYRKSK
Wnt act: Wnt/beta-catenin pathway activation. Wnt/beta-catenin reporter cell assay, activator, plate reader. 300,000 tested, 1.2% active. AID 743398. activation, % at 9.35 µM; in the data active means activation above about 30%, passing the limit was not always enough; inconclusive means no clear call, values can overlap the other calls;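 further: 0% = neutral control wells and 100% = positive control wells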
Starred values were filed as active, the others as inactive.

How did C/C(=N\Nc1ccc(C#N)cc1[N+](=O)[O-])c1ccc(O)cc1 do in these assays?
CAL PDZ FP-1: -1; CAL PDZ FP-2: 1.3; V-ATPase pH: 1; RTF Ca sens act: -1; MITF act: 10; Tat export inh: 3; CDK5 inh: 2.4; dFosB activator: 3; Rtt109 Vps75: -1; Wnt act: -5

Results for O=C(C1CC(=O)N(c2ccc(Cl)cc2)C1)N1CCN(Cc2ccc3c(c2)OCO3)CC1 (stereo not given) ?
CAL PDZ FP-1: -3; CAL PDZ FP-2: -2.1; V-ATPase pH: -4; RTF Ca sens act: 7; MITF act: -21; Tat export inh: 0; CDK5 inh: -0.9; dFosB activator: -10; Rtt109 Vps75: 12; Wnt act: -5

Results for Cc1c(C(=O)O)[nH]c2c1C(=O)CC(c1ccc(Cl)cc1)C2 (stereo not given) ?
CAL PDZ FP-1: -5; CAL PDZ FP-2: -4.3; V-ATPase pH: 0; RTF Ca sens act: 4; MITF act: 5; Tat export inh: -1; CDK5 inh: -1.3; dFosB activator: 1; Wnt act: -1

How did Cc1cccc(Cn2c(N3CCN(C)CC3)nc3c2c(=O)n(C)c(=O)n3C)c1 do in these assays?
CAL PDZ FP-2: -1.4; V-ATPase pH: 3; RTF Ca sens act: 1; MITF act: 0; Tat export inh: -3; CDK5 inh: 0.7; dFosB activator: -3; Rtt109 Vps75: 0; Wnt act: 0

Results for CC1CC(C)CN(Cc2nc3c(c(=O)n(C)c(=O)n3C)n2CCN2CCOCC2)C1 (stereo not given) ?
CAL PDZ FP-1: -1; CAL PDZ FP-2: -2.4; V-ATPase pH: -1; RTF Ca sens act: 1; Tat export inh: 6; CDK5 inh: -0.2; dFosB activator: -5; Wnt act: 11

Results for COCCNC(=S)Nc1ccc2[nH]c(=O)[nH]c2c1 ?
CAL PDZ FP-1: 1; CAL PDZ FP-2: -0.4; V-ATPase pH: -3; RTF Ca sens act: 0; MITF act: -11; Tat export inh: -5; CDK5 inh: 1.6; dFosB activator: 0; Rtt109 Vps75: -6; Wnt act: 2

How did OCC(O)CSc1nc(-c2ccccc2)nc2c1CCC2 (stereo not given) do in these assays?
CAL PDZ FP-1: -3; CAL PDZ FP-2: -2.6; V-ATPase pH: 2; RTF Ca sens act: 9; MITF act: 9; Tat export inh: 2; CDK5 inh: 0.5; dFosB activator: -8; Rtt109 Vps75: 1; Wnt act: 0

Results for O=C(COc1ccc(-c2ccccc2)cc1)N/N=C/c1cc(O)ccc1Br ?
CAL PDZ FP-1: -5; CAL PDZ FP-2: -3.0; V-ATPase pH: 1; RTF Ca sens act: 1; MITF act: 7; Tat export inh: 9; CDK5 inh: -1.6; dFosB activator: -17; Wnt act: -4

What do the screens show for `CC1(c2ccc(Cl)cc2Cl)NC(=O)N(CC(=O)NC2CCCCC2)C1=O` (stereo not given)?
CAL PDZ FP-1: 0; CAL PDZ FP-2: -0.2; V-ATPase pH: -1; RTF Ca sens act: -2; MITF act: 2; Tat export inh: 0; CDK5 inh: -1.4; dFosB activator: -5; Rtt109 Vps75: -2; Wnt act: -3

What do the screens show for `Cc1ccc(Cn2ncc3c(N4CCN(C5CCCC5)CC4)ncnc32)cc1`?
CAL PDZ FP-1: -4; CAL PDZ FP-2: -5.2; V-ATPase pH: -1; RTF Ca sens act: -4; MITF act: -8; Tat export inh: 1; CDK5 inh: -2.5; dFosB activator: -2; Rtt109 Vps75: -15; Wnt act: -2

Results for CCOC(=O)C1(C)NC(c2cccc(C)c2)C2C(=O)N(c3ccccc3)C(=O)C21 (stereo not given) ?
CAL PDZ FP-1: -3; CAL PDZ FP-2: -6.6; V-ATPase pH: -4; RTF Ca sens act: 0; Tat export inh: 10; CDK5 inh: 0.9; dFosB activator: -8; Rtt109 Vps75: -4; Wnt act: 1

What do the screens show for `COP(=O)(OC)c1nc(-c2cccc3ccccc23)oc1NCc1ccccc1`?
CAL PDZ FP-1: 2; CAL PDZ FP-2: -0.6; V-ATPase pH: 4; RTF Ca sens act: -4; MITF act: 14; Tat export inh: 10; CDK5 inh: 1.0; dFosB activator: 2; Rtt109 Vps75: -31; Wnt act: -1

How did O=C(NCc1ccc2c(c1)OCO2)C1CCCN1C(=O)Nc1ccccc1 (stereo not given) do in these assays?
CAL PDZ FP-1: 1; CAL PDZ FP-2: -2.5; V-ATPase pH: 1; RTF Ca sens act: 5; MITF act: 3; Tat export inh: -2; CDK5 inh: 0.2; dFosB activator: 1; Wnt act: -1

Results for COc1ccc(CCC(=O)Nc2nc3ccccc3[nH]2)cc1OC ?
CAL PDZ FP-1: -2; CAL PDZ FP-2: -1.5; V-ATPase pH: 2; RTF Ca sens act: 2; MITF act: -1; Tat export inh: -3; CDK5 inh: -0.3; dFosB activator: -2; Rtt109 Vps75: 2

What do the screens show for `COc1cccc(CNC(=O)CN(C)S(=O)(=O)c2ccc3c(c2)c(=O)n(C)c(=O)n3C)c1`?
CAL PDZ FP-2: -1.2; V-ATPase pH: 7; RTF Ca sens act: 16; Tat export inh: 23; CDK5 inh: -4.5; dFosB activator: -1; Rtt109 Vps75: 1; Wnt act: 0

How did COc1ccc(C(=O)N2CCN=C2SC)cc1 do in these assays?
CAL PDZ FP-1: -4; CAL PDZ FP-2: -0.8; V-ATPase pH: -3; RTF Ca sens act: -3; MITF act: -3; Tat export inh: 6; CDK5 inh: 0.9; dFosB activator: -3; Rtt109 Vps75: -2; Wnt act: -1

Results for CCc1nc2nc(C)c(NS(=O)(=O)c3ccc(Cl)s3)c(=O)n2[nH]1 ?
CAL PDZ FP-1: -5; CAL PDZ FP-2: -2.9; V-ATPase pH: -1; RTF Ca sens act: 0; MITF act: -6; Tat export inh: inconclusive; CDK5 inh: -0.1; dFosB activator: -8; Rtt109 Vps75: 3; Wnt act: 0

What do the screens show for `CCOc1ccc(S(=O)(=O)N(CC(=O)Nc2cccnc2)c2ccc(F)cc2)cc1`?
CAL PDZ FP-1: -9; CAL PDZ FP-2: -3.9; V-ATPase pH: 3; RTF Ca sens act: 1; MITF act: -3; Tat export inh: 0; CDK5 inh: -4.2; dFosB activator: -8; Rtt109 Vps75: -5; Wnt act: -2

What do the screens show for `Cc1ccc(C(=O)N/C(=C/c2cccs2)C(=O)NCCCn2ccnc2)cc1`?
CAL PDZ FP-1: -1; CAL PDZ FP-2: -0.4; V-ATPase pH: 3; RTF Ca sens act: -1; MITF act: 18; Tat export inh: 10; CDK5 inh: 0.8; dFosB activator: -10; Rtt109 Vps75: 9; Wnt act: 0

Results for COc1ccc(O)c(C(=O)c2cnn(-c3ccccc3)c2)c1 ?
CAL PDZ FP-1: 0; CAL PDZ FP-2: -1.8; V-ATPase pH: -4; RTF Ca sens act: -7; MITF act: 32; Tat export inh: -1; CDK5 inh: -0.1; dFosB activator: -7; Rtt109 Vps75: 10; Wnt act: -2

How did OC(CNCc1ccncc1)c1ccccc1 (stereo not given) do in these assays?
CAL PDZ FP-1: -4; CAL PDZ FP-2: -1.0; V-ATPase pH: 0; RTF Ca sens act: -2; Tat export inh: 15; CDK5 inh: 0.0; dFosB activator: 2; Rtt109 Vps75: -2; Wnt act: 3

Results for O=C(COc1ccc(Cl)cc1Cl)N/N=C/CCc1ccccc1 ?
CAL PDZ FP-1: -1; CAL PDZ FP-2: -0.3; V-ATPase pH: -1; RTF Ca sens act: 1; MITF act: 13; Tat export inh: -4; CDK5 inh: -1.1; dFosB activator: 1; Rtt109 Vps75: 1

Results for COc1ccc(Cl)cc1NC(=O)CN(C)CC(=O)Nc1c(C)n(C)n(-c2ccccc2)c1=O ?
CAL PDZ FP-1: -6; CAL PDZ FP-2: -0.5; V-ATPase pH: -2; RTF Ca sens act: -3; MITF act: 3; Tat export inh: 1; CDK5 inh: 0.6; dFosB activator: -3; Rtt109 Vps75: 1; Wnt act: -2

How did O=C1c2cccc3cccc(c23)C(=O)N1OS(=O)(=O)c1ccc(Br)cc1 do in these assays?
CAL PDZ FP-1: -3; CAL PDZ FP-2: -1.9; V-ATPase pH: -3; RTF Ca sens act: -3; MITF act: -1; Tat export inh: 1; CDK5 inh: -0.5; dFosB activator: 4; Rtt109 Vps75: 2; Wnt act: -2

How did COc1ccc(-c2nc(CN3CCC(C(=O)N4CCOCC4)CC3)c(C)o2)c(OC)c1 do in these assays?
CAL PDZ FP-1: -1; CAL PDZ FP-2: -1.9; V-ATPase pH: 0; RTF Ca sens act: -2; MITF act: 1; Tat export inh: 3; CDK5 inh: 0.0; dFosB activator: -16; Rtt109 Vps75: -2; Wnt act: 4

What do the screens show for `CCOCCCNC(=O)C(Cc1ccccc1)NS(=O)(=O)c1ccc2c(c1)c(=O)n(C)c(=O)n2C` (stereo not given)?
CAL PDZ FP-2: -0.3; V-ATPase pH: -2; RTF Ca sens act: 3; MITF act: -2; Tat export inh: 1; CDK5 inh: 2.0; dFosB activator: -9; Rtt109 Vps75: 2; Wnt act: -1

Results for O=C(Cc1coc(-c2ccc(F)cc2)n1)NC1CCCCC1 ?
CAL PDZ FP-1: -4; CAL PDZ FP-2: -1.3; V-ATPase pH: 7; RTF Ca sens act: -1; MITF act: -1; Tat export inh: -5; CDK5 inh: -0.2; dFosB activator: -3; Rtt109 Vps75: 2

Results for CC[C@@H]1C=C(C(=O)O)[C@H](c2ccc(Cl)cc2)N1S(=O)(=O)c1ccc(C)cc1 ?
CAL PDZ FP-1: -7; CAL PDZ FP-2: -0.5; V-ATPase pH: -1; RTF Ca sens act: -4; MITF act: -1; Tat export inh: 0; CDK5 inh: -0.4; dFosB activator: -2; Rtt109 Vps75: -15; Wnt act: -1

Results for COc1cc(-c2ccc(=O)[nH]n2)ccc1OC(F)F ?
CAL PDZ FP-1: -5; CAL PDZ FP-2: 0.2; V-ATPase pH: -1; RTF Ca sens act: -1; MITF act: -39; Tat export inh: 9; CDK5 inh: -0.5; dFosB activator: -1; Rtt109 Vps75: 7; Wnt act: -19

Results for COc1ccc(C(=O)CN(Cc2ccccc2)C2=NCCS2)cc1 ?
CAL PDZ FP-1: 0; CAL PDZ FP-2: -1.1; V-ATPase pH: 0; RTF Ca sens act: -1; MITF act: -5; Tat export inh: -3; CDK5 inh: 0.6; dFosB activator: 9; Rtt109 Vps75: -7

What do the screens show for `Nc1nc(CCOc2ccc(F)cc2)cs1`?
CAL PDZ FP-1: -4; CAL PDZ FP-2: -2.3; V-ATPase pH: 1; RTF Ca sens act: 4; MITF act: 47; Tat export inh: 3; CDK5 inh: 1.9; dFosB activator: 0; Rtt109 Vps75: 1; Wnt act: 20

2 compounds picked at random from the list so far:
How did COc1ccc(-c2nc(CN3CCC(C(=O)N4CCOCC4)CC3)c(C)o2)c(OC)c1 do in these assays?
CAL PDZ FP-1: -1; CAL PDZ FP-2: -1.9; V-ATPase pH: 0; RTF Ca sens act: -2; MITF act: 1; Tat export inh: 3; CDK5 inh: 0.0; dFosB activator: -16; Rtt109 Vps75: -2; Wnt act: 4

Results for O=C(Cc1coc(-c2ccc(F)cc2)n1)NC1CCCCC1 ?
CAL PDZ FP-1: -4; CAL PDZ FP-2: -1.3; V-ATPase pH: 7; RTF Ca sens act: -1; MITF act: -1; Tat export inh: -5; CDK5 inh: -0.2; dFosB activator: -3; Rtt109 Vps75: 2
